# Pin1 inhibitor – qHTS Assay to Find Inhibitors of Pin1. Peptidyl-prolyl cis-trans isomerase NIMA-interacting 1 (Homo sapiens), Q13526. Pin1 FP peptide displacement, HiFluor488, 10 min. hit rate 0.009% among 390,000. Potency, µM (series often up to 115 µM), inactives show at the top dose activity, negative = inhibition, most hits filed as inhibitors; active = well fitted inhibition curve with a large enough effect in the polarisation, with a control signal flat, not every such curve was filed as active; inconclusive = small, poorly fitted or top-dose-only effect, or effect the other way, or a change in a side signal; inactive = no such curve, though single readings can be large or run the other way; the % refers to the polarisation; note: potency is the fitted concentration of half-maximal effect; % is set by controls: 0 for no effect and ±100 for the full control effect
# Target sequence (Q13526 whole entry, looked up): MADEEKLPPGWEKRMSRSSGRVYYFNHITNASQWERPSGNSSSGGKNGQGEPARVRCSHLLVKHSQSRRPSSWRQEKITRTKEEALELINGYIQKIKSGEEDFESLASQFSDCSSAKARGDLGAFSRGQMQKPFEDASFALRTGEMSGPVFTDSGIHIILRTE
# HP1b binding inh – HTS for Inhibitors of HP1-beta Chromodomain Interactions with Methylated Histone Tails; hit rate 0.56% among 390,000; AlphaScreen HP1-beta / biotin-H3K9me3 peptide binding; Potency, µM (highest dose often 114 µM), inactives show at the top dose activity change, negative = inhibition, usual class: inhibitors; note: potency is the fitted concentration of half-maximal effect; nearly all actives have a fitted effect of over 70% in size; inactives centre near 23
# Target sequence (P83916 whole entry, looked up): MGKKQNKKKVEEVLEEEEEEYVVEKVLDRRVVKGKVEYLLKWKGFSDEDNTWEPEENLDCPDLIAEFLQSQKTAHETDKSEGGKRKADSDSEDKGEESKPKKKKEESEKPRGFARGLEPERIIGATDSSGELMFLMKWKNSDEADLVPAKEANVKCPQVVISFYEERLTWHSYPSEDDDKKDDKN
#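 HP1-beta protein (50 nM final) preincubated 30 min at room temperature with biotinylated H3(1-18)K9me3 peptide (50 nM) in PBS pH 7.4, 0.01% Tween-20, then compound added for 30 min. AlphaScreen streptavidin donor/nickel chelate acceptor beads (10 ug/mL final), 30 min dark, luminescence read.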
# BAZ2B inh – qHTS Assay for Inhibitors of BAZ2B; AlphaScreen BAZ2B-H3K14Ac peptide displacement; Potency, µM (top dose mostly 114 µM), for the others: at the highest dose activity change, negative = inhibition, usual class: inhibitors; hit rate 4.4% among 360,000; AID 504333, 2011; note: potency is the fitted concentration of half-maximal effect; % is set by controls: 0 for no effect and ±100 for the full control effect; nearly all actives have a fitted effect of over 60% in size
#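 AlphaScreen luminescence quantifies BAZ2B engagement of H3K14Ac peptide; the protein and biotinylated peptide are both at 50 nM final, buffer PBS pH 7.4 with 0.01% Tween-20, all steps at room temperature.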
# Pol eta inh – qHTS for Inhibitors of Polymerase Eta. DNA polymerase eta (Homo sapiens), Q9Y253. hit rate 1.2% among 390,000. recombinant Pol eta, fluorescent DNA replication assay. Potency, µM (highest dose often 114 µM), for inactives: top-dose activity change, negative = inhibition, hits mostly inhibitors; note: potency is the fitted concentration of half-maximal effect; % is set by controls: 0 for no effect and ±100 for the full control effect
#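 Pol eta (10 nM) was preincubated with compounds for 15 min at room temperature, after which fluorescent replication substrate (50 nM final) was added to start the reaction. Fluorescence was read kinetically at 0 and 10 min.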
# Tb PGK inh – qHTS Assay to Find Inhibitors of Phosphoglycerate Kinase. PGK/GAPDH coupled, Kinase-Glo luminescence, 60 min. Potency, µM (series often up to 57.5 µM), without a hit: at the top dose activity change, negative = inhibition, actives largely listed as inhibitors. Phosphoglycerate kinase, glycosomal (Trypanosoma brucei brucei), P07378. hit rate 0.043% among 380,000; note: potency is the fitted concentration of half-maximal effect; % is set by controls: 0 for no effect and ±100 for the full control effect; nearly all actives have a fitted effect of over 60% in size
# Target sequence (P07378 whole entry, looked up): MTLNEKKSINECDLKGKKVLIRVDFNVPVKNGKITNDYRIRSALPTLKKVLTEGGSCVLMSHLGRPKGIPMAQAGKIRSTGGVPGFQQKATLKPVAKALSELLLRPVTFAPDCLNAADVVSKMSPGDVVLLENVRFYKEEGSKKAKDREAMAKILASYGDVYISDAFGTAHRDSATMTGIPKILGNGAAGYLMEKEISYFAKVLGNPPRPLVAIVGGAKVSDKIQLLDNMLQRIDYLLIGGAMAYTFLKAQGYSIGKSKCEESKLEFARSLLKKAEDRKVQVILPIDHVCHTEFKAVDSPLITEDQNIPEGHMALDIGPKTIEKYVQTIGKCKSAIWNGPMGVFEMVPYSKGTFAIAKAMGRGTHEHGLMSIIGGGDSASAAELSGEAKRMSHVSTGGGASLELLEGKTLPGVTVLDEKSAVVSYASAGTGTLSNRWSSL
#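 Recombinant glycosomal PGK reaction used 1,3-bisphosphoglycerate generated in-well by GAPDH (100nM final) in 100mM TEA pH 7.6, 5mM MgCl2, 0.01% Tween-20. After 60 minutes at room temperature, ATP was read by Kinase-Glo Plus luminescence end-point.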
# GLS inhibitor – qHTS for Inhibitors of Glutaminase (GLS) | GLS enzymatic activity, qHTS titration | hit rate 0.21% among 410,000 | Glutaminase kidney isoform, mitochondrial (Homo sapiens), O94925 | Potency, µM (series often up to 45.5 µM), without a hit: at the highest dose activity change, negative = inhibition, most hits filed as inhibitors; note: potency is the fitted concentration of half-maximal effect; % is set by controls: 0 for no effect and ±100 for the full control effect
#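 hKGA in 45 mM KH2PO4 pH 8.2, 0.02% Tween-20 with pin-transferred compounds; 1 mM L-glutamine (stock) plus glutamate oxidase/HRP/Amplex Red coupling added. Fluorescence read initially and after 30 min at RT.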
# JMJD2A Tudor inh – qHTS Assay for Inhibitors of JMJD2A-Tudor Domain. Lysine-specific demethylase 4A (Homo sapiens), O75164. AlphaScreen JMJD2A-Tudor / H3K4me3 peptide binding. Potency, µM (series often up to 114 µM), for the others: at the top dose activity change, negative = inhibition, actives largely listed as inhibitors. hit rate 4.4% among 390,000; note: potency is the fitted concentration of half-maximal effect; % is set by controls: 0 for no effect and ±100 for the full control effect; nearly all actives have a fitted effect of over 50% in size
# PI4K2A inh – qHTS for small molecular inhibitors of PI4K2A; purified PI4K2A, ADP-Glo luminescence, 1 h; active compounds read low; activity change, negative = inhibition, % at 76.9 µM; hit rate 0.13% among 420,000; AID 1346378, 2018; in the data active = activity change below about -50%; inconclusive = mostly about -30% to -49%;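 note: -100% = wells without enzyme as full effect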
#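 PI4K2A activity was measured by ADP-Glo luminescence: enzyme (4 ug/mL stock) and phosphatidylinositol (1.2 mM stock) in Tris pH 7.5/MgCl2/EGTA/Triton X-100 buffer were reacted with ATP (300 microM stock) for one hour at ambient temperature.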
# G9a block – qHTS Assay for Inhibitors of Histone Lysine Methyltransferase G9a; G9a H3K9 monomethylation, AlphaScreen, 2 h; Histone-lysine N-methyltransferase EHMT2 (Homo sapiens), Q96KQ7; AID 504332, 2011; Potency, µM (series often up to 102 µM), for inactives: at the top dose activity, negative = inhibition, usual class: inhibitors; hit rate 8.8% among 350,000; note: potency is the fitted concentration of half-maximal effect; % is set by controls: 0 for no effect and ±100 for the full control effect; nearly all actives have a fitted effect of over 75% in size
#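 G9a (20 nM) was preincubated 15 min with compound, then reacted 2 h at room temperature with 500 nM biotin-H3K9 peptide and 20 µM SAM. Monomethyl-H3K9 detected by AlphaScreen using anti-H3K9me1 antibody.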
# Starred values were filed as active, the others as inactive; i = inactive; ? = inconclusive; / = no result given; [ ] = remark or other dose. Unless noted, calls come from the whole dose curve; as a rule, active = well fitted curve in the direction sought with a large enough effect; inconclusive = small, poorly fitted or top-dose-only effect, or another doubt; inactive = no such curve, though single readings can be large; an effect the other way counts as inactive or inconclusive.
SMILES,Pin1 inhibitor,HP1b binding inh,BAZ2B inh,Pol eta inh,Tb PGK inh,GLS inhibitor,JMJD2A Tudor inh,PI4K2A inh,G9a block
CCn1c(SCC(=O)N2CCCCC2C)nnc1-c1ccc(S(=O)(=O)N2CCN(C)CC2)cc1 (centres undefined),-3%,7%,5%,-6%,-9%,1%,?,2,38%[12.7 µM]
COc1ccc2nc(-c3ccccc3)cc(C(=O)OCC(=O)NC3CC3)c2c1,-7%,10%,-1%,?,0%,3%,-26%,-1,-45%
CCN(CC)CC1(O)CCN(C(=O)c2ccc(Cl)c(Cl)c2)CC1,-1%,9%,-18%,-15%,-16%,11%,-15%,7,-28%
Cc1ccc(CN2CC(C(=O)N3CC=C(c4ccccc4)CC3)CC2=O)cc1 (centres undefined),1%,18%,-15%,-25%,2%,9%,-16%,0,?
CCCCNC(=O)c1ccccc1SCc1c(C)noc1C,4%,33%,8%,-4%,6%,2%,2%,9,98%[activator]
CC(NC(=O)C1CC12CCC2)c1ccccc1 (centres undefined),-9%,38%[activator],5%,-8%,-1%,-5%,-1%,-8,7%[59 µM]
COc1ccc(N2C(=O)C(CC(N)=O)N(NC(=O)c3cccc(OC)c3)C2=S)cc1 (centres undefined),4%,36%[activator],-18%,-10%,-23%,3%,-4%,0,40%
CN1CCN(C(=S)SCc2nc(N)nc(Nc3ccc(F)cc3)n2)CC1,0%,22%,-23%,-11%,-1%,1%,-12%,1,-5%
Cn1cnc(S(=O)(=O)N2CCC(C(=O)Nc3ccc(OC(F)(F)F)cc3)CC2)c1,-6%,28%,1%,-14%,-9%,-12%,-9%,2,-9%[12.7 µM]
O=S(=O)(c1ccccc1)c1nc(-c2ccco2)oc1Nc1ccccc1,18%,-6%,?,-13%,4%,-1%,-1%,-3,7.9µM*
C=CCOn1c(=O)c(-c2ccc(OC)c(OC)c2)[n+]([O-])c2ccccc21,-1%,-23%,-38%,-9%,-4%,-12%,89µM*,0,8.9µM*
O=C1CCCC2=C1C1(CCCCC1)N=C(Nc1nc3ccccc3s1)N2,2%,15%,4%,-6%,-1%,-2%,-6%,-2,2%[59 µM]
COc1cccc(-c2nn[nH]n2)c1O,-17%,27%,56µM*,-10%,-1%,4%,?,-4,3.5µM*
O=C(NCC1CCCO1)C1CCC(=O)N1Cc1ccc(F)cc1 (centres undefined),-11%,8%,2%,-13%,-1%,0%,-6%,0,40%[59 µM]
O=C(CCCn1c(=O)[nH]c2cc(Cl)ccc2c1=O)NCCCN1CCCC1,1%,25%,4%,-22%,-2%,-4%,4%,-6,-12%
CCN(C(=O)CSc1nnc(Nc2ccc(OC)cc2)s1)C1CCS(=O)(=O)C1 (centres undefined),-4%,35%,/,-21%,i,23%,-8%,6,/
COc1ccc(NC(=O)CN(C)C(=O)C2CC(=O)N(c3cccc4ccccc34)C2)cc1 (centres undefined),-9%,52%[activator],8%,-10%,i,-1%,1%,-1,1%[12.7 µM]
O=C(COc1ccccc1O)Nc1ccc(Cl)cc1,-12%,5%,-2%,-6%,i,24%,6%,6,/
COc1ccccc1N1CCN(C(CNC(=O)C(=O)NCc2cccnc2)c2cccnc2)CC1 (centres undefined),?,19%,?,-13%,0%,-10%,?,-1,-45%[59 µM]
Cc1nc(C)c(-c2ccc(SCC(=O)Nc3ccc(C)c(F)c3)nn2)s1,2%,19%[57 µM],1%,-7%,5%,-3%,-9%,-1,7%[59 µM]
Cc1ccccc1CN(C)CC(=O)Nc1ccccc1-c1ccccc1,-1%,105%[activator],39%[activator],-30%,-1%,0%,60%[activator],6,22%
O=C(CN1C(=O)C(=O)c2ccccc21)NCCc1ccccc1,2%,21%,-2%,-1%,0%,1%,-24%,17,-35%
O=C(Nc1ccccc1NC(=O)c1ccccc1F)c1ccccc1F,0%,60%[activator],2%,-12%,-7%,5%,-12%,3,16%[59 µM]
COC(=O)CCC(=O)OC1(C)C(=O)C=C2C=C3CCCN3C=C2C1=O (centres undefined),?,?,-17%,50µM*,-4%,16%,?,-12,19%[59 µM]
CCOC(=O)c1sc(N/N=C/c2ccc(N(C)C)cc2)nc1C,22%,43%,?,-1%,-3%,3%,?,0,-4%
Cc1ccnc(NC(=O)CC(c2ccccc2)c2ccccc2)n1,-2%,42%[activator],?,-10%,0%,1%,-10%,-1,-33%
C=CCNC(=S)N/N=C/c1cn(C)c2ccccc12,1%,?,-25%,-8%,1%,?,56µM*,-1,/
COc1cc(-c2ccc(NC(=O)CN3CCC(C)CC3)c(OC)c2)ccc1NC(=O)CN1CCC(C)CC1,-2%,8%,2%,-16%,11%,0%,-21%,-1,-27%[12.7 µM]
Cc1ccc(/C=N/n2c(-c3ccncc3)n[nH]c2=S)o1,-2%,28%,?,1%,2%,-21%,7.1µM*,-2,/
O=C(Nc1ccc(Cl)cc1)c1csc(-c2ccncc2)n1,46%[activator],30%,-2%,-16%,i,4%,-10%,-1,11%
CCc1cnc2c(c1SCC(=O)Nc1ccc(Cl)cc1)c(=O)n(C)c(=O)n2C,-9%,21%,2%,-15%,3%,-15%,-4%,-2,-12%[59 µM]
COc1ccc(OC)c(-c2cc(C(=O)N3CCCc4ccccc43)no2)c1,22%,27%,-32%,-12%,-11%,-1%,-3%,0,-34%
O=C(CN1CCc2ccccc21)NN1CC(=O)N(c2ccccc2)CC1=O,18%,26%,-4%,-3%,0%,-6%,-11%,-17,/
COc1ccc(CCNC(=O)c2c3c(nc4ccccc24)C(=O)N(C2CCCCC2)C3)cc1OC,0%,6%,-11%,-22%,-9%,1%,-15%,-3,9%[59 µM]
O=C(OCC(=O)N1CCOCC1)c1ccccc1OCc1ccccc1,-7%,50%[activator],-1%,-6%,-14%,0%,5%,-1,2%[12.7 µM]
O=C(Nc1ccc2c(c1)OCO2)c1cc2n(n1)C(C(F)(F)F)CC(c1ccccc1)N2 (centres undefined),-1%,18%,9%,-6%,1%,-5%,-4%,2,-15%
Cc1ccc(-c2cc(C(=O)N/N=C/c3ccccc3O)n[nH]2)o1,7%,41%[activator],3%,-15%,0%,16%,-5%,-15,11%
CC[C@@H]1C=C(C(=O)O)[C@H](c2ccc(Br)cc2)N1S(=O)(=O)c1ccc(C)cc1,1%,50%[activator],/,-9%,-11%,0%,1%,-4,/
O=C(CSc1nnnn1-c1cccc2c1CCCC2)NC1CCCC1,-3%,28%,-8%,-13%,4%,3%,15%,9,7%[12.7 µM]
CC(C)(C)OC(=O)NCCCCC1=CC2=CC(=O)C(C)(O)C(=O)C2=CO1 (centres undefined),-19%,2%,/,20µM*,-15%,-25%,?,-25,/
CCOC(=O)c1c(-c2ccccc2)nc2cc(C)ccn12,6%,13%,8%,-3%,-8%,15%,-1%,5,/
COC(=O)C1=C(O)/C(=C\c2cc(C)n(-c3ccc(F)cc3)c2C)N=C1C,?,-2%,/,-9%,-9%,-10%,40µM*,-2,35µM*
Cn1ccc(C(=O)OCC(=O)Nc2cccc(Cl)c2)n1,-13%,22%,-7%,-8%,-8%,13%,-7%,2,2%
COc1ccccc1-c1c(C)nn2c(C)cc(C)nc12,-2%,33%,-3%,-11%,-4%,11%,-3%,5,-11%[59 µM]

# Part of the list above in order of molar mass, descending.
SMILES,Pin1 inhibitor,HP1b binding inh,BAZ2B inh,Pol eta inh,Tb PGK inh,GLS inhibitor,JMJD2A Tudor inh,PI4K2A inh,G9a block
COc1ccc(CCNC(=O)c2c3c(nc4ccccc24)C(=O)N(C2CCCCC2)C3)cc1OC,0%,6%,-11%,-22%,-9%,1%,-15%,-3,9%[59 µM]
CC[C@@H]1C=C(C(=O)O)[C@H](c2ccc(Br)cc2)N1S(=O)(=O)c1ccc(C)cc1,1%,50%[activator],/,-9%,-11%,0%,1%,-4,/
O=C(CN1CCc2ccccc21)NN1CC(=O)N(c2ccccc2)CC1=O,18%,26%,-4%,-3%,0%,-6%,-11%,-17,/
CC(C)(C)OC(=O)NCCCCC1=CC2=CC(=O)C(C)(O)C(=O)C2=CO1 (centres undefined),-19%,2%,/,20µM*,-15%,-25%,?,-25,/
O=C(OCC(=O)N1CCOCC1)c1ccccc1OCc1ccccc1,-7%,50%[activator],-1%,-6%,-14%,0%,5%,-1,2%[12.7 µM]
Cc1ccc(-c2cc(C(=O)N/N=C/c3ccccc3O)n[nH]2)o1,7%,41%[activator],3%,-15%,0%,16%,-5%,-15,11%
Cn1ccc(C(=O)OCC(=O)Nc2cccc(Cl)c2)n1,-13%,22%,-7%,-8%,-8%,13%,-7%,2,2%
CCOC(=O)c1c(-c2ccccc2)nc2cc(C)ccn12,6%,13%,8%,-3%,-8%,15%,-1%,5,/
COc1ccccc1-c1c(C)nn2c(C)cc(C)nc12,-2%,33%,-3%,-11%,-4%,11%,-3%,5,-11%[59 µM]

# The list is partial; rates above refer to the full screens.
